NCI-60 one-dose screen, 48 h, at 10 µM unless noted. Numbers give growth in % (100 = growth as untreated, 0 = no growth, -100 = all killed).
SK-MEL-2 = SK-MEL-2 melanoma; 4.7% of 77,000 active; AID 1794763
SK-MEL-28 = SK-MEL-28 melanoma. 4.1% of 81,000 active. AID 1794761
HOP-92 = HOP-92 NSCLC cells. 6.3% of 71,000 active
A549/ATCC = A549/ATCC NSCLC; AID 1794740; 3.7% of 81,000 active
EKVX = EKVX NSCLC. 3% of 71,000 active. AID 1794765
M14 = M14 melanoma; 6.2% of 80,000 active; AID 1794745
HOP-62 = HOP-62 NSCLC; 3.9% of 80,000 active
SK-MEL-5 = SK-MEL-5 melanoma; 6.4% of 80,000 active; AID 1794755
* = called active by the depositor; . = no result given; & = joins results of further samples. The calls were made as follows: active = growth percent below 10; inactive = the rest. Rows were taken by chance. Share with any hit: about 11%.

SMILES	SK-MEL-2	SK-MEL-28	HOP-92	A549/ATCC	EKVX	M14	HOP-62	SK-MEL-5
COc1ccc(N2N=C(c3ccc4c(c3)OCCO4)CC2c2cccc(NC(=O)CCCNS(=O)(=O)c3ccc(OC)cc3)c2)cc1 (stereo unspecified)	100	92	94	83	76	92	95	80
Cn1cc(-c2cc(N)n3nc(-c4c[nH]c5ccc(F)cc45)cc3n2)c2cc(Br)cnc21	87	80	27	54	66	55	71	79
COc1ccc(/C=C(\c2cc(OC)c(OC)c(OC)c2)c2nnc(-c3ccc(OC)c(OC)c3)o2)cc1	94	107	41	75	77	.	93	75
COc1ccc(/C=N/C2=C(C#N)C(c3ccccc3Cl)c3ccc4ccccc4c3O2)cc1 (stereo unspecified)	110	120	92	101	90	115	88	91
CC(=O)N(c1cc(C)ccc1C)c1ccccc1[N+](=O)[O-]	102	110	71	101	102	106	106	104
Nc1c2c(nc3ccccc13)CCCC2	101	113&114	117	100&94	110&97	88&114	103	110&91
O=c1c2cc(F)ccc2sc2c(-n3cccc3)nc3ccccc3c12	105	100	69	91	81	104	84	92
COC(=O)CCCCCn1c2ccccc2c2c3c(c4c5ccccc5[nH]c4c21)C(=O)N(O)C3=O	77	.	79	80	75	39	26	33
CC1CCNC(C)C1 (stereo unspecified)	112	115	76	112	107	102	104	.
NC1=NC(=O)/C(=C/c2ccnc3ccccc23)S1	86	111	62	97	89	74	112	92
Cn1ncc2c(=S)nc(Cl)[nH]c21	124	121	.	106	103	102	102	101
COC(=O)[C@]12CC[C@@H](C)[C@H](C)[C@@H]1C1=CC[C@@H]3[C@@]4(C)C(c5cnco5)=C[C@@](C)(CO)C4=CC[C@@]3(C)[C@]1(C)CC2	42	67	42	47	41	63	94	47
c1ccc(CN2OCc3[nH]nc(-c4ccccc4)c3[C@@H]2c2ccccc2)cc1	107	103	89	87	92	101	93	102
CN1C(=O)C2(Nc3ccccc3S2)c2cc(F)ccc21 (stereo unspecified)	88	115	106	107	91	96	101	98
Cn1c(=O)c2c(n(C)c1=O)n(C)c(=O)n2C	91	112	.	94	107	103	98	98
CCOC(=O)c1[nH]c(=O)c2c(C)nc(-c3ccccc3)cc2c1O	85	105	78	101	99	104	124	97
C=C(C)[C@@H]1CC[C@]2(C)[C@H](CC(=O)N[C@H]3[C@@H]4C[C@](C)(C(=O)OC)CC[C@]4(C)CC[C@]32C)[C@@]1(C)CCC#N	95	104	69	94	93	87	110	50
CC(=O)Oc1ccccc1[N+](=O)[O-]	117	113	106	.	97	103	87	94
CCOC(=O)C1=C(C)N2C(=NC3=C(CCCC/C3=C\c3ccc(OC)c(OC)c3)C2c2ccc(OC)c(OC)c2)S1 (stereo unspecified)	.	93	.	92	.	103	93	.
Cc1nn(CC(N)=O)c2c1C(=O)CC(C)(C)C2	111	112	91	103	102	95	86	113
N#CC1=C(/N=C/c2ccccc2)Oc2c(ccc3ccccc23)C1c1ccccc1 (stereo unspecified)	46	41	50	21	35	4.8*	21	-3.1*
O=C1c2ccccc2C23C(=C(Br)c4ccccc42)CCCN13 (stereo unspecified)	109	100	102	98	92	.	99	101
CCCCC1COc2cccc3c(SCC(=O)N(Cc4ccccc4)c4ccc(OC)cc4)cc[n+]1c23 (stereo unspecified)	117	114	129	111	120	99	114	101
CCCCCCCCCCCC(O)C(C)(C)C (stereo unspecified)	.	113	104	100	108	.	106	111
O=C1OC(c2ccc(Cl)c(Cl)c2)=C/C1=C/c1ccccc1	121	105	98	111	100	107	107	108

An excerpt of these results, with two lines to a compound.
Results follow in this order: SK-MEL-2 | SK-MEL-28 | HOP-92 | A549/ATCC | EKVX | M14 | HOP-62 | SK-MEL-5
- O=c1c2cc(F)ccc2sc2c(-n3cccc3)nc3ccccc3c12
 : 105 | 100 | 69 | 91 | 81 | 104 | 84 | 92
- COC(=O)CCCCCn1c2ccccc2c2c3c(c4c5ccccc5[nH]c4c21)C(=O)N(O)C3=O
 : 77 | . | 79 | 80 | 75 | 39 | 26 | 33
- CC1CCNC(C)C1 (stereo unspecified)
 : 112 | 115 | 76 | 112 | 107 | 102 | 104 | .
- NC1=NC(=O)/C(=C/c2ccnc3ccccc23)S1
 : 86 | 111 | 62 | 97 | 89 | 74 | 112 | 92
- Cn1ncc2c(=S)nc(Cl)[nH]c21
 : 124 | 121 | . | 106 | 103 | 102 | 102 | 101
- COC(=O)[C@]12CC[C@@H](C)[C@H](C)[C@@H]1C1=CC[C@@H]3[C@@]4(C)C(c5cnco5)=C[C@@](C)(CO)C4=CC[C@@]3(C)[C@]1(C)CC2
 : 42 | 67 | 42 | 47 | 41 | 63 | 94 | 47
- c1ccc(CN2OCc3[nH]nc(-c4ccccc4)c3[C@@H]2c2ccccc2)cc1
 : 107 | 103 | 89 | 87 | 92 | 101 | 93 | 102
- CN1C(=O)C2(Nc3ccccc3S2)c2cc(F)ccc21 (stereo unspecified)
 : 88 | 115 | 106 | 107 | 91 | 96 | 101 | 98
- Cn1c(=O)c2c(n(C)c1=O)n(C)c(=O)n2C
 : 91 | 112 | . | 94 | 107 | 103 | 98 | 98
- CCOC(=O)c1[nH]c(=O)c2c(C)nc(-c3ccccc3)cc2c1O
 : 85 | 105 | 78 | 101 | 99 | 104 | 124 | 97
- C=C(C)[C@@H]1CC[C@]2(C)[C@H](CC(=O)N[C@H]3[C@@H]4C[C@](C)(C(=O)OC)CC[C@]4(C)CC[C@]32C)[C@@]1(C)CCC#N
 : 95 | 104 | 69 | 94 | 93 | 87 | 110 | 50
- CC(=O)Oc1ccccc1[N+](=O)[O-]
 : 117 | 113 | 106 | . | 97 | 103 | 87 | 94
- CCOC(=O)C1=C(C)N2C(=NC3=C(CCCC/C3=C\c3ccc(OC)c(OC)c3)C2c2ccc(OC)c(OC)c2)S1 (stereo unspecified)
 : . | 93 | . | 92 | . | 103 | 93 | .
- Cc1nn(CC(N)=O)c2c1C(=O)CC(C)(C)C2
 : 111 | 112 | 91 | 103 | 102 | 95 | 86 | 113
- N#CC1=C(/N=C/c2ccccc2)Oc2c(ccc3ccccc23)C1c1ccccc1 (stereo unspecified)
 : 46 | 41 | 50 | 21 | 35 | 4.8* | 21 | -3.1*
- O=C1c2ccccc2C23C(=C(Br)c4ccccc42)CCCN13 (stereo unspecified)
 : 109 | 100 | 102 | 98 | 92 | . | 99 | 101
- CCCCC1COc2cccc3c(SCC(=O)N(Cc4ccccc4)c4ccc(OC)cc4)cc[n+]1c23 (stereo unspecified)
 : 117 | 114 | 129 | 111 | 120 | 99 | 114 | 101
- CCCCCCCCCCCC(O)C(C)(C)C (stereo unspecified)
 : . | 113 | 104 | 100 | 108 | . | 106 | 111
- O=C1OC(c2ccc(Cl)c(Cl)c2)=C/C1=C/c1ccccc1
 : 121 | 105 | 98 | 111 | 100 | 107 | 107 | 108

Next results follow.
SMILES	SK-MEL-2	SK-MEL-28	HOP-92	A549/ATCC	EKVX	M14	HOP-62	SK-MEL-5
COc1ccc(C2=NN(c3ccccc3)C(c3sc(N(C)Cc4ccccc4)nc3Cl)C2)cc1 (stereo unspecified)	92	104	99	87	84	96	97	99
Cn1cc(-c2nnc(-c3cn(C)c4ncc(Br)cc34)o2)c2ccccc21	99	92	77	87	74	96	83	80
Nc1c(C(=O)Nc2ccccc2)sc2nc3c(cc12)COCC3	101	96	82	81	89	97	100	92
CN(C)CCCNc1nc(=O)n(-c2ccc3c(c2)OCCO3)c(=O)n1Cc1ccc(C(C)(C)C)cc1	.	103	.	102	.	101	105	99
O=C(NC(CO)C(O)c1ccc([N+](=O)[O-])cc1)C(Cl)Cl (stereo unspecified)	107	106	97	.	.	112	106	100
S=C(Cc1ccc(Cl)cc1)N1CCOCC1	104	106	104	104	101	98	93	109
COc1cnc2c(c1)C(=O)c1c-2n(CCCN2CCNCC2)c(=O)c2cc([N+](=O)[O-])ccc12	78	-77*	23	-87*	-65*	-83*	-67*	-8.0*
CCCCN=C1NN=C(c2ccc(C)c(C)c2)CS1	88	.	85	97	99	93	94	84
OCCCC1CCCCC1	112	108	93	99	101	104	106	101
CSc1nn(-c2nc(-c3ccco3)c(C#N)c(=O)[nH]2)c(N)c1C#N	98	108	102	100	101	106	82	103
O=c1cc(SCc2ccccc2Cl)[nH]c(=O)[nH]1	97	106	117	103	102	102	96	109
Cc1cc(-n2cccc2)c(C)c2c1[nH]c1ccc(Cl)cc12	95	96	101	88	93	88	91	98
Oc1cc(-[n+]2ccc3ccccc3c2)c(O)c2ccccc12	117	123	79	86	79	91	89	83
CC(C)n1cc2c(N)ncnc2n1	89	152	144	102	88	107	96	108
Cc1cc(C)c2ccc(NC(=O)c3cccs3)nc2n1	107	103	91	92	90	99	98	97
Nc1nc(SCc2cccc([N+](=O)[O-])c2)c2[nH]cnc2n1	96	106	100	97	91	100	95	98
O=C(Nc1ccc(F)cc1)NC1CCCCC1	123	111	89	105	88	110	100	99
COc1ccc(OC)c2cc3ccccc3cc12	120	119	.	100	104	111	122	111
Cc1ncc(-c2cc3ccccc3o2)c(NC2CCCCCC2)n1	.	117	.	101	.	106	100	101
O=S(=O)(NCCCNc1cc(-c2cn(-c3ccccc3)nc2-c2ccccc2)ccn1)c1cccc2ccccc12	100	66	19	54	43	72	73	43
O=C(Cc1ccc(/C=C/C(=O)c2ccccc2O)cc1)Nc1cccc2ccccc12	100	100	93	79	99	102	87	97
Cc1c(C(=O)NC2CCOC2=O)[nH]c2ccccc2c1=O (stereo unspecified)	113	121	103	101	113	111	104	103
O=c1[nH][nH]c(Nc2ccccc2)c1N=Nc1ccccc1	97	112	84	82	79	106	108	84
O=C(O)C(=Nc1ccccc1)c1c[nH]c2ccccc12	115	103	81	105	99	98	93	98
Cc1nc(N)sc1Sc1nc2ccc(Cl)cc2c(=O)n1Cc1ccccc1	102	100	83	93	.	99	92	90

Individual results from the list.
Cc1c(C(=O)NC2CCOC2=O)[nH]c2ccccc2c1=O (stereo unspecified) @ EKVX = 113
CC(C)n1cc2c(N)ncnc2n1 @ SK-MEL-5 = 108

The results go on:
SMILES	SK-MEL-2	SK-MEL-28	HOP-92	A549/ATCC	EKVX	M14	HOP-62	SK-MEL-5
O=S(=O)(O)c1cc(N=Nc2cc(S(=O)(=O)O)c3cccnc3c2O)ccc1/C=C/c1ccc(N=Nc2cc(S(=O)(=O)O)c3cccnc3c2O)cc1S(=O)(=O)O	138	.	119	80	77	.	105	99
O=S(=O)(c1cc(Br)ccc1O)c1cc(Br)ccc1O	56	101	52	94	.	92	83	71
CN(Cc1ccc(Cl)cc1)Cc1ccc(Cl)cc1	94	105	102	106	117	.	118	103
COc1c2c(cc3occc13)O/C(=C\c1ccc(Cl)cc1)C2=O	130	113	99	89	92	108	118	144
O=[N+]([O-])c1ccc(-c2cc(CCCCO)on2)cc1	122	107	93	85	106	110	114	106
O=[N+]([O-])c1ccc(-c2nnc(Cn3c(Cc4cccc5ccccc45)nc4ccccc43)o2)cc1	79	96	76	69	.	81	102	48
NS(=O)(=O)c1ccc(CN=C2NC(=O)S/C2=C\c2ccc(Br)cc2)cc1	102	100	91	98	103	102	103	99
Oc1ccc(O)c(O)c1	106	116	97	102	.	106	102	105
Cc1ccc(/C=C2\SC(=O)N(Cc3cc4ccccc4nc3Cl)C2=O)c(C)c1	99	107	84	106	100	107	112	76
C[C@]12CC[C@@H]3c4cc(N)c(O)cc4CC[C@H]3[C@@H]1CC[C@@H]2O	77	111	.	100	108	100	137	92
O=C(Nc1ccc(-c2nc(-c3cccc(O)c3)c(-c3ccnc(Br)c3)[nH]2)cc1)c1ccccc1	10	34	6.6*	26	27	23	3.0*	-67*
CCOC(=O)C(c1ccccc1)N1C(=O)c2ccccc2C1=O (stereo unspecified)	104	99	82	98	91	97	96	100
COC1/C=C/OC2(C)Oc3c(C)c(O)c4c(O)c(c(/C=N/N(c5ccccc5)c5ccccc5)c(O)c4c3C2=O)NC(=O)C(C)=C/C=C/C(C)C(O)C(C)C(O)C(C)C(OC(C)=O)C1C (stereo unspecified)	82	39	79	57	67	96	73	-99*
CSc1ccc(C(=O)Nc2ccc3nn(/C(C#N)=C/c4ccccn4)nc3c2)cc1	-78*	-83*	-49*	11	-96*	-77*	-46*	-55*
O=C(/C=C/c1ccco1)c1ccc(Nc2nc(Nc3ccc(F)cc3)nc(Nc3ccc(Cl)cc3)n2)cc1	59	60	44	38	75	85	96	74
COc1ccc(C(=O)/C=C/c2cc3ccccc3[nH]c2=O)cc1	55	88	35	42	79	60	30	72
CCOC(=O)Oc1ccc(C)cc1[N+](=O)[O-]	111	118	103	107	113	103	.	95
Cc1ccc2cccc([N+](=O)[O-])c2n1	111&104	111&109	96&123	104&103	114	98&121	95&103	105&99
CCOC(=O)C(Nc1ccccc1)c1ccc(N(CC)CC)cc1 (stereo unspecified)	91	112	106	105	.	99	105	99
COc1ccc(-c2cc(C(=O)N3CCN(C(=O)c4ccccc4NCc4ccco4)CC3)nc3cc(-c4ccccc4)nn23)cc1	115	118	.	82	102	98	118	92
CCCCNC(=O)NS(=O)(=O)c1ccc(N2N=C(c3ccc(C)cc3C)CC2c2ccc(OC)c(OC)c2)cc1 (stereo unspecified)	84	82	87	.	.	76	98	83
COc1ccc(C2CC(c3ccc(Cl)cc3)=NN2c2ccc(Cl)cc2)cc1 (stereo unspecified)	97	112	119	92	.	97	113	100
CCN(CC)c1ccc2cc(C(Nc3ccc(Br)cc3)c3nnnn3C(C)(C)C)c(=O)oc2c1 (stereo unspecified)	91	99	72	77	87	106	94	80
O=C1CC(n2c(O)c(C=Nc3ccc(Cl)cc3)sc2=S)C(=O)N1c1ccc(Cl)cc1 (stereo unspecified)	124	109	108	104	101	100	96	103
O=C(CCCCCCSc1nc(-c2ccc(Cl)cc2)cc(-c2ccc(Cl)cc2)n1)NO	93	58	45	7.2*	51	32	16	5.7*
Nc1nc(N)c2c(n1)NC(c1ccc3c(c1)OCO3)CC(c1ccc(Cl)cc1)=N2 (stereo unspecified)	88	50	76	97	94	119	95	83
N/C(=N\c1nc2ccccc2s1)NC(=O)NCCCCCCO	50	77	22	55	20	67	44	-3.2*

Compound activity from PubChem.
